S100A4 MyoIIA: inhibitors of S100A4-myosin IIA peptide binding, primary screen, biochemical, fluorescence polarization, TAMRA-MyoIIA peptide; Protein S100-A4 (Homo sapiens), P26447; actives 0.14% (n = 360,000); inhibition, % at 10.7 µM;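 active means mean inhibition of at least 70% across replicates, with every replicate also reaching that level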
Target sequence (P26447 whole entry, looked up): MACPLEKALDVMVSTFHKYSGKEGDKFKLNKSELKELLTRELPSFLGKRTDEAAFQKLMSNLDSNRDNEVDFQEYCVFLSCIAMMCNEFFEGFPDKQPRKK
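Test system – S100A4 monomer (human) · Compound – single-point compound testing · Schedule – 5 min incubation before reading · Probe or stimulus – TAMRA-labelled myosin IIA heavy-chain peptide probe, 5 nM · Benchmarks – neutral control DMSO, positive control TFP · Medium – Calcium-containing HEPES buffer, pH 7.2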
ERAP1 HTS inh: human ERAP1 aminopeptidase inhibitors, primary screen, biochemical, single point, plate reader; Endoplasmic reticulum aminopeptidase 1 (Homo sapiens), Q9NZ08; recombinant ERAP1, Leu-AMC fluorescence, 60 min; inhibition, % at 10.7 µM; actives 0.15% (n = 340,000); AID 652197, 2013;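 active means mean replicate inhibition of at least 30%, or all replicates individually reaching that 30% level; inactive means mean below 30% and not every replicate reaching it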;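 further: 0% = neutral control wells and 100% = L-leucinethiol positive control wells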
Target sequence (Q9NZ08 whole entry, looked up): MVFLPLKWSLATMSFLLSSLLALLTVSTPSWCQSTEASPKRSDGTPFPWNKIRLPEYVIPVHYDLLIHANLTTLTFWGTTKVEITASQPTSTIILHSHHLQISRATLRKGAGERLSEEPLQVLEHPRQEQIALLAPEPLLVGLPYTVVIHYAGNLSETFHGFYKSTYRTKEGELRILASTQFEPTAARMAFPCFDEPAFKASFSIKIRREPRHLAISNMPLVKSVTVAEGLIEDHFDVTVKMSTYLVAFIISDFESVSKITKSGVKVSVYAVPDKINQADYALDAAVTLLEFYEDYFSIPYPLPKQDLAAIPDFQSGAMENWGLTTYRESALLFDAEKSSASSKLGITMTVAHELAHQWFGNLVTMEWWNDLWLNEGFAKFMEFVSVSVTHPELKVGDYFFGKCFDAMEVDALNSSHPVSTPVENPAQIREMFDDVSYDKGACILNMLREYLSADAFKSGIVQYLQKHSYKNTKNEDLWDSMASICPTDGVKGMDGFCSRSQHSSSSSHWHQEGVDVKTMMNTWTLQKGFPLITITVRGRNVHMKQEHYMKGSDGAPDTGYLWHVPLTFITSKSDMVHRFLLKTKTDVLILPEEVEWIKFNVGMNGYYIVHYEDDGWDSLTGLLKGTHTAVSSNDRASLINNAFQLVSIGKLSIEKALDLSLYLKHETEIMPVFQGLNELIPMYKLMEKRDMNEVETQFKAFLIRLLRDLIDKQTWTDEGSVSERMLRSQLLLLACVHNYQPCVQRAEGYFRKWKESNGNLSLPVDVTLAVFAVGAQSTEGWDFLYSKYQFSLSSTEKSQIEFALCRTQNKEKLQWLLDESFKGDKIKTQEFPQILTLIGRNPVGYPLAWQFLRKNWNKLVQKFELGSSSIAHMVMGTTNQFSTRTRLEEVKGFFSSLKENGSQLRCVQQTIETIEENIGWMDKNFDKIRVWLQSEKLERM
EWS-Fli block: EWS/Fli-driven NR0B1 reporter inhibitors, primary screen, A673 cells, NR0B1 luciferase, luminescence, MLPCN library; actives 0.67% (n = 350,000); inhibition, % at 12.6 µM; AID 651661, 2012; viability-normalised;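 active means mean inhibition of at least 50% after viability correction, with every replicate also passing that limit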;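 further: firefly luciferase signal divided by Alamar Blue viability fluorescence both relative to DMSO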
LGR2 antag: inhibitors of bursicon-induced LGR2 CRE-luciferase signal, primary screen, cell-based, HEK293, CRE-luciferase reporter, bursicon stimulation. Drosophila bursicon receptor LGR2 (rickets). bursicon-stimulated, 4 h. inhibition, % at 9.99 µM. actives 0.35% (n = 380,000);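 active means drop in luminescence signal, shown as inhibition above about 50% in the replicate tests, limit read from the data, passing the limit was not always enough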;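 further: agonist challenge used bursicon conditioned medium at about half maximal strength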
PGC1a acetyl inh: inhibitors of PGC1a acetylation signal, primary screen, cell-based, U2OS, AlphaScreen, inhibitor mode. AlphaScreen anti-acetyl-lysine; with virally co-expressed GCN5 acetyltransferase. AID 651687, 2012. inhibition, % at 15.6 µM. actives 0.17% (n = 350,000);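 active means every replicate shows inhibition of at least 40%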;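 further: 0% = neutral control wells and 100% = positive control wells; some results beyond the cut were filed as inactive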
FN deposition inh: inhibitors of fibronectin matrix deposition, primary screen, AH1F cells, Alexa488-fibronectin fluorescence, plate reader; AH1F fibroblasts, overnight; inhibition, % at 12.6 µM; actives 0.086% (n = 350,000); AID 743247, 2014;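 active means mean inhibition across replicates of 30% or more, regardless of how many single replicates reach that level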;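 further: positive control wells lacked labelled fibronectin entirely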
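Assay system: AH1F fibroblasts assembling fluorescent fibronectin matrix; Amount: 10000 AH1F cells per well; Buffer or medium: DMEM, 2% serum; Probe or stimulus: Alexa488-fibronectin, 24 nM final in well; Doses: single compound dose, delivered by pin transfer; Incubation: 1 h adhesion, overnight exposure; Measured by: fluorescence 485/525 nm; Read-out: fibronectin deposition inhibition.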
PAX8 reporter: inhibitors of PAX8-driven TPO luciferase reporter, primary screen, RMG-I cells, single concentration | SteadyGlo, 24 h | inhibition, % at 12.6 µM | actives 1.2% (n = 360,000);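 active means mean replicate inhibition at least 60% with every replicate also reaching 60%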;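 further: luciferase light reporting Pax8 driven TPO promoter activity; plate controls were median of neutral control wells for no effect and mitoxantrone controls for full effect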
PglD DTNB: C. jejuni PglD acetyltransferase inhibitors, primary screen, biochemical, DTNB colorimetric, single point; purified PglD enzyme, DTNB colorimetric CoA detection; UDP-N-acetylbacillosamine N-acetyltransferase PglD (Campylobacter jejuni); actives 0.098% (n = 360,000); inhibition, % at 12.5 µM; in the data active means inhibition above about 16%, passing the limit was not always enough; further: strong numbers were not always called active
* = called active by the depositor; · = no result given; & = joins results of further samples.

1) CCC(=O)N1CC(=O)N2[C@@H](CO)[C@H](c3ccc(C#CC4CCCCC4)cc3)[C@@H]2C1
2) CCn1c2ccccc2c2nnc(SCCN3CCOCC3)nc21
3) CCCCOc1c(Cl)cc(CNC(C)(C)CO)cc1OCC
4) O=C(N/N=C/c1cccc(NC(=O)c2ccc(Cl)cc2)c1)c1cccc(O)c1
5) Cc1cc(C)cc(NC(=O)Nc2ccc3c(c2)C(=O)N(C)[C@@H]2CC[C@H](CC(=O)O)O[C@@H]2CO3)c1
6) CC(=O)Nc1cc(-c2ccccc2Cl)cn2c(-c3ccc(S(C)(=O)=O)cc3)cnc12
7) CCC(C)NCCOCCOc1cc(C)c(Cl)c(C)c1 (centres undefined)
8) CC(C)C#Cc1ccc2c(c1)O[C@H](CN(C)Cc1ccncc1)[C@@H](C)CN([C@@H](C)CO)S2(=O)=O
9) O=C(CSc1nc(=O)n2ccccc2n1)OCc1ccccc1
10) CCNC(=S)N1CCC(C(=O)c2ccc(F)cc2)CC1

Screen / compound no.,1,2,3,4,5,6,7,8,9,10
S100A4 MyoIIA,9,-2,-1,3,·,2,-3,·,5,1
ERAP1 HTS inh,-4,2,-5,10,·,-3,7,·,1,0
EWS-Fli block,-12,0,-6,-22,3,8,19,34,-1,0
LGR2 antag,2,7,·,-3,1,13,17,4,1,12
PGC1a acetyl inh,-1,12,1,-11,-11,·,-12,-8,·,·
FN deposition inh,·,2,·,6,3,·,-1,2,-3,·
PAX8 reporter,-11,0,·,-10,17,12,5,17,-8,1
PglD DTNB,·,4,-3,0,4,3,·,-1,7,0

3 entries from above, ordered by count of non-hydrogen atoms, high to low.
8) CC(C)C#Cc1ccc2c(c1)O[C@H](CN(C)Cc1ccncc1)[C@@H](C)CN([C@@H](C)CO)S2(=O)=O
1) CCC(=O)N1CC(=O)N2[C@@H](CO)[C@H](c3ccc(C#CC4CCCCC4)cc3)[C@@H]2C1
3) CCCCOc1c(Cl)cc(CNC(C)(C)CO)cc1OCC

Screen / compound no.,8,1,3
S100A4 MyoIIA,·,9,-1
ERAP1 HTS inh,·,-4,-5
EWS-Fli block,34,-12,-6
LGR2 antag,4,2,·
PGC1a acetyl inh,-8,-1,1
FN deposition inh,2,·,·
PAX8 reporter,17,-11,·
PglD DTNB,-1,·,-3

Back to the main list with the 3 entries that preceded the break.
8) CC(C)C#Cc1ccc2c(c1)O[C@H](CN(C)Cc1ccncc1)[C@@H](C)CN([C@@H](C)CO)S2(=O)=O
9) O=C(CSc1nc(=O)n2ccccc2n1)OCc1ccccc1
10) CCNC(=S)N1CCC(C(=O)c2ccc(F)cc2)CC1
11) COc1ccc(C2CC3(O)NC(=O)C(C#N)(C3C)C2(C#N)C#N)cc1 (centres undefined)
12) CNC[C@@H]1OCc2ccccc2-c2ccccc2C(=O)N([C@@H](C)CO)C[C@@H]1C
13) COc1ccc(C(=O)N2CCC(n3nccc3NC(=O)C3CCOC3)CC2)cc1 (centres undefined)
14) COc1ccc(NC(=O)COC(=O)c2cc(OC)c(OC)c(OC)c2)c([N+](=O)[O-])c1
15) Cn1c(Cl)c(/C=N/OC(=O)C2CC2)c2ccccc21
16) C=CCN1Cc2ccccc2[C@@H]2OC(c3ccc(OCCCO)cc3)=N[C@]2(CCS(=O)(=O)c2ccccc2)C1=O
17) Cc1cccc([C@@H]2[C@@H]3C(=O)N(Cc4ccccc4)C(=O)[C@@H]3[C@]3(CC(C)C)C(=O)N(c4cccc(Cl)c4)C(=O)N23)c1
18) O=C(NCc1ccc(Cl)nc1)c1ccc2nc([C@@H]3O[C@H](CO)[C@H](O)[C@H](O)[C@H]3O)[nH]c2c1
19) Cc1sc2nc[nH]c(=O)c2c1-c1ccc(F)cc1
20) CN1C(=O)c2cc(NC(=O)c3cccs3)ccc2OC[C@@H]2O[C@@H](CC(=O)N3CCOCC3)CC[C@@H]21

Screen / compound no.,8,9,10,11,12,13,14,15,16,17,18,19,20
S100A4 MyoIIA,·,5,1,-1,-7&7,-9,3,-2,16,-2,-6,2,4
ERAP1 HTS inh,·,1,0,3,-2&-1,5,-2,0,-3,-2,-3,1,0
EWS-Fli block,34,-1,0,7,-4&-4,3,12,-3,15,9,8,6,-4
LGR2 antag,4,1,12,-9,4,0,7,-1,·,19,-15,9,-6
PGC1a acetyl inh,-8,·,·,2,1&8,2,9,-20,6,7,·,7,3
FN deposition inh,2,-3,·,-5,3&-11,12,-4,8,·,-9,-1,-3,-2
PAX8 reporter,17,-8,1,21,-5&-16,1,3,29,·,11,-17,7,-5
PglD DTNB,-1,7,0,7,-3&3,-1,-3,·,-1,-2,1,-2,0

21) COC(=O)c1ccccc1S(=O)(=O)N1Cc2cc([N+](=O)[O-])ccc2Oc2ccccc21
22) CCN1CCN(Cc2nc3c(c(=O)n(C)c(=O)n3C)n2C(C)C(C)=O)CC1 (centres undefined)
23) CNC[C@H]1Oc2ncc(-c3cccc(C(=O)N(C)C)c3)cc2C(=O)N([C@H](C)CO)C[C@@H]1C
24) CCN1CC(CN(C)Cc2nc(-c3cccs3)no2)CC1=O (centres undefined)
25) COc1ccc(S(=O)(=O)N(C)C[C@H]2OCCCC[C@@H](C)Oc3ccc(NS(=O)(=O)c4ccc(F)cc4)cc3C(=O)N([C@@H](C)CO)C[C@H]2C)cc1
26) CCC(Sc1nc2ncccc2[nH]1)C(=O)N1CCOCC1 (centres undefined)
27) CC1(c2ccc(OCC(N)=O)cc2)NC(=O)NC1=O (centres undefined)
28) COc1ccc(C2/C(=C(/O)c3ccc4c(c3)CC(C)O4)C(=O)C(=O)N2Cc2cccnc2)cc1 (centres undefined)
29) CSCCC(C(=O)NC(C)(C)C)n1c(-c2ccc(C)cc2)nc2ccccc21 (centres undefined)
30) COc1cc(O)c(C(C)=O)c(OC)c1

Screen / compound no.,21,22,23,24,25,26,27,28,29,30
S100A4 MyoIIA,·,·,·,1,-16,0,-6,-4,-1,-4
ERAP1 HTS inh,·,·,·,0,1,3,-4,1,-2,-2
EWS-Fli block,·,·,-2,-10,-2,-2,4,·,-77,-10
LGR2 antag,·,·,-8,-4,10,25,6,-6,-54,-1
PGC1a acetyl inh,-47,12,-4,-9,0,5,-2,-3,·,-5
FN deposition inh,-3,2,6,0,-4,-2,5,10,3,5
PAX8 reporter,11,6,-16,3,56,-17,11,5,-47,9
PglD DTNB,4,0,·,-2,0,-5,3,-3,·,-7

31) COc1ccc(-c2ccccc2[C@@H]2[C@@H](C#N)N(C(=O)C3CCOCC3)[C@H]2CO)cc1
32) O=C(CSc1ncnc2scc(-c3ccccc3)c12)NC1CCS(=O)(=O)C1 (centres undefined)
33) CC(=O)N1CCN(c2ccc(NC(=O)c3ccco3)cc2)CC1
34) O=C(c1cc(-c2ccncc2)nc2ccc(Br)cc12)N1CCN(Cc2ccc3c(c2)OCO3)CC1
35) O=C1CCc2cc(S(=O)(=O)NCc3ccccc3)cc3c2N1CC3
36) Cn1nnc(NC(=S)NC(=O)c2cc(Cl)ccc2Cl)n1
37) CC12CCC(=O)N1C(C(=O)NNC(=O)COc1cccc(C(F)(F)F)c1)CS2 (centres undefined)
38) CC1=NN(Cc2ccccc2)C(=O)C1C(c1ccncc1)C(C#N)C#N (centres undefined)
39) C[C@@H]1CN([C@@H](C)CO)C(=O)c2cc(NC(=O)c3ccncc3)ccc2O[C@@H](C)CCCCO[C@@H]1CN(C)C(=O)Nc1ccccc1
40) O=C(CCc1ccc(O)cc1)NN=Cc1ccc2c(c1)OCO2

Screen / compound no.,31,32,33,34,35,36,37,38,39,40
S100A4 MyoIIA,-45,11,-4,-4,-2,-5,3,-10,2,1
ERAP1 HTS inh,1,-1,1,0,-1,-2,-1,·,-2,1
EWS-Fli block,-6,6,-31,2,0,·,6,4,-17,-16
LGR2 antag,2,-7,5,13,19,7,-20,-7,1,-13
PGC1a acetyl inh,-4,-1,-6,-12,·,1,6,10,4,-10
FN deposition inh,-10,-1,-8,-1,1,15,2,11,-4,-6
PAX8 reporter,31,5,-38,13,-7,-17,1,7,-24,-35
PglD DTNB,·,·,·,·,-6,·,1,·,2,0

41) CN1c2ccc(-c3ccccc3)cc2[C@H]2[C@H](CCN2C(=O)c2ccncc2)[C@H]1CO
42) CCN(CC)CCCNC(=O)CSc1c2c(nc3cc(Cl)ccc13)CCCC2
43) Cc1cc(C)c2c(N)c(-c3nnc(SCc4ccc(Cl)cc4)n3C)sc2n1
44) CCOc1nc(-c2ccccc2)ccc1-c1noc(-c2cccnc2)n1
45) OCC[C@@H]1C[C@@H](O)[C@H](O)[C@@]2(OCCc3ccccc32)O1
46) Cc1ccc(S(=O)(=O)NC(=O)Nc2ccc(F)c(F)c2)cc1
47) CO[C@@H]1CN(C)C(=O)c2ccc(NS(=O)(=O)c3ccc(Oc4ccccc4)cc3)cc2OC[C@H](C)NC[C@H]1C
48) CN1c2ccc(-c3cccc(C#N)c3)cc2[C@@H]2[C@@H](CCN2C(=O)Cc2ccccn2)[C@H]1CO
49) NCCCn1cnc2ccccc21
50) COc1ccc(Br)cc1C(=O)NC(=S)Nc1cc(-c2nc3ccccc3[nH]2)ccc1C

Screen / compound no.,41,42,43,44,45,46,47,48,49,50
S100A4 MyoIIA,7,12,-6,1,-2,-4,-3,-6,-3,10
ERAP1 HTS inh,0,-5,·,-1,-1,2,5,2,-4,-1
EWS-Fli block,-3,-5,-2,-1,-4,-5,12,-45,-5,-18
LGR2 antag,14,4,4,-14,-2,-1,-4,12,-9,-9
PGC1a acetyl inh,-4,-7,11,8,0,·,-12,5,-13,-2
FN deposition inh,-27,4,3,-3,2,0,-4,-3,-4,-7
PAX8 reporter,-4,3,1,4,4,6,·,-33,-35,-22
PglD DTNB,-2,·,·,-2,4,-3,0,3,·,0

51) OCCC1CN(Cc2ccc(F)cc2)CCN1CCCc1ccccc1 (centres undefined)
52) CC(NC(=O)c1ccc2c(c1)OCO2)c1cccc(C(F)(F)F)c1 (centres undefined)
53) CC(C)NC(=O)N[C@@H]1C=C[C@@H](CC(=O)N2CCCCC2)O[C@@H]1CO
54) CCOC(=O)C1=NNC2(c3ccc(Cl)cc3)C(=O)N(c3ccc(C)cc3)C(=O)C12 (centres undefined)
55) Cc1ccc(O)c(NC(=O)c2ccc3c(c2)C(=O)N(Cc2ccco2)C3=O)c1

Screen / compound no.,51,52,53,54,55
S100A4 MyoIIA,2,0,8,·,-4
ERAP1 HTS inh,1,-2,-2,·,-3
EWS-Fli block,8,-10,5,·,·
LGR2 antag,·,-20,3,-2,0
PGC1a acetyl inh,-18,11,-3,·,·
FN deposition inh,8,-3,-9,6,3
PAX8 reporter,10,1,5,-2,16
PglD DTNB,4,2,-1,-5,-1

Screening results as filed in PubChem.
